Screening data as filed in PubChem BioAssay.
Lipid storage S3: qHTS Assay for Lipid Storage Modulators in Drosophila S3 Cells; Drosophila S3 cells, BODIPY lipid droplet fluorescence, 18-24 h; cells fed with added oleic acid; lipid storage change, negative = inhibition, % at the top dose, mostly 46.1 µM; hits show Potency in µM; actives 0.64% (n = 320,000); active = well fitted inhibition curve with a large enough effect in the signal ratio, with a control signal flat, not every such curve was filed as active; inconclusive = small, poorly fitted or top-dose-only effect, or effect the other way, or a change in a side signal; the % refers to the signal ratio
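Laser-scanning cytometry quantifies lipid droplet accumulation (500–530 nm total intensity; droplet/cell object ratio) in oleic acid-fed (400 uM added) Drosophila S3 cells treated with a concentration series. 20 uM Triacsin C defined 100% inhibition.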
Lipid storage S3 cell count max: further read-out of Lipid storage S3, marked with its call; cell number change, %; measured here: cell count max response;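 cells counted by Cell Tracker Red CMTPX staining in the red channel; peak over a dose series mostly up to 46.1 µM; percent activity relative to internal control wells on each plate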
* = called active by the depositor; i = inactive; ? = inconclusive; · = no result given; & = joins results of further samples. % is set by controls: 0 for no effect and ±100 for the full control effect; potency is the fitted concentration of half-maximal effect.

The line under a structure holds: Lipid storage S3 | Lipid storage S3 cell count max
- O=C(CCN1C(=O)C2C3C=CC(C3)C2C1=O)N1CCCCC1 (stereo unspecified)
 : ? | ·
- Cc1ccc([C@@H]2[C@@H]3C(=O)N(C)C(=O)[C@@H]3[C@]3(C)C(=O)N(CCO)CC(=O)N23)o1
 : ? | ·
- O=C(COc1ccccc1C(=O)c1cnn(-c2ccccc2)c1)Nc1ccc2ccccc2c1
 : ? | ·
- Cc1sc2nc(CSc3nnnn3-c3ccc(Cl)cc3)[nH]c(=O)c2c1C
 : -23% | -9
- COc1ccc(C2/C(=C(\O)c3ccc4c(c3)OCCO4)C(=O)C(=O)N2CCCN(C)C)c(OC)c1 (stereo unspecified)
 : ? | ·
- Cc1ccc(NC(=O)CN(C)C(=O)COC(=O)c2nc3nccc(C)n3n2)cc1
 : ? | ·
- CCCC(=O)Nc1ccc(NC(=O)c2ccccc2Cl)nc1
 : i | 8
- CC(C)CCNC(=O)C(c1ccco1)N(CCCO)C(=O)Cn1nnc(-c2ccc(F)cc2)n1 (stereo unspecified)
 : ? | ·
- COC(=O)c1ccc(CSc2nnc(SCc3ccc(C(=O)OC)o3)s2)o1
 : 18% | 12
- CC(=O)Nc1nonc1NC(=O)CSc1ncn[nH]1
 : -2% | 2
- COc1cccc(NS(=O)(=O)c2cc3c(cc2C)N(C)CCO3)c1
 : -16% | -23
- Cc1ccc(S(=O)(=O)N2CCC(C(=O)NCCc3ccccc3)CC2)cc1
 : 23µM* | -13*
- Cc1cccc(C(C)C)c1NC(=O)COC(=O)Cc1ccsc1
 : -2% | -5
- COc1ccc(-c2cc(C(=O)NC(Cc3cc4ccccc4[nH]3)C(=O)O)c(C)o2)cc1OC (stereo unspecified)
 : 0% | ·
- CNC(=O)NC(=O)CSc1ccc(S(=O)(=O)N2CCOCC2)cn1
 : -1% | -12
- CCOC(=O)c1c(NC(=O)C(C)OC(=O)C2=COCCO2)sc2c1CCCC2 (stereo unspecified)
 : ? | ·
- CC(NC(=O)COC(=O)c1ccccc1Nc1ccccc1)c1ccccc1 (stereo unspecified)
 : -1% | -19
- CCC(C)NCCCCOc1ccc(C)cc1[N+](=O)[O-] (stereo unspecified)
 : 8% | 8
- O=C(Nc1cccc(-c2nc3ccccc3[nH]2)c1)c1ccccn1
 : i | ·
- N#CC1(c2ccccc2)CCCN1C(=O)c1ccccc1Cl (stereo unspecified)
 : i | ·
- CC(=O)n1cc([C@@H]2C=C(C(=O)NCc3ccccc3)O[C@H](OCc3ccc(CO)cc3)C2)c2ccccc21
 : ? | ·
- CCOC(=O)C(=O)NNc1ccc(Cl)cc1
 : 8% | 0
- Cc1cc(OC(C)C(=O)Nc2ccccc2C(=O)N2CCCC2)ccc1Cl (stereo unspecified)
 : -11% | 12
- O=C(c1ccco1)N1CCN(c2ncnc3c2[nH]c2ccc(Cl)cc23)CC1
 : ? | ·
- COc1ccccc1N1CC(C(=O)Nc2nnc(SC)s2)CC1=O (stereo unspecified)
 : 20% | 6
- COc1ccc(C2/C(=C(/O)c3ccccc3)C(=O)C(=O)N2c2ccccn2)c(OC)c1 (stereo unspecified)
 : ? | ·
- COc1ccc(CC(=O)OC(C)CN2CCOCC2)cc1 (stereo unspecified)
 : ? | ·
- Cc1ccc(C2CC(=O)N3CN(Cc4ccco4)CSC3=C2C#N)cc1 (stereo unspecified)
 : 9% | 0
- O=C(CN1C(=O)/C(=C\c2ccccc2Cl)Sc2ccccc21)NCCCN1CCOCC1
 : -11% | 21
- O=C(NCc1ccccn1)C1CCN(S(=O)(=O)c2cccs2)CC1
 : ? | ·
- O=C(c1ccco1)N1CCN(C2CC(=O)N(c3ccc4c(c3)OCO4)C2=O)CC1 (stereo unspecified)
 : ? | ·
- Cc1ccc(C(=O)N/C(=C/c2ccc(-c3cccc([N+](=O)[O-])c3)o2)C(=O)NCCCN(C)C)cc1
 : 12% | -5
- O=C(CSc1nc(O)cc(=O)n1C1CCCC1)Nc1cccc(Cl)c1Cl
 : ? | ·
- CC(NC(=O)CCc1nnc(-c2ccc(-c3ccccc3)cc2)o1)c1nc2ccccc2[nH]1 (stereo unspecified)
 : 0% | 1
- COC(=O)N1C(=O)[C@](c2ccsc2)(C(C)C)N1C(=O)OC
 : ? | ·
- Cc1cnc(C(=O)OCC(=O)Nc2ccc(Cl)cn2)cn1
 : i | ·
- O=C(CCc1c[nH]c2ccccc12)N1CCN(c2ccc(O)cc2)CC1
 : ? | ·
- COc1ccc(OC)c(CN2CCN(S(=O)(=O)c3ccc(NC(C)=O)cc3)CC2)c1
 : -7% | ·
- Cc1ccc(N(Cc2ccccc2)C(=O)c2ccc(Cl)c(S(=O)(=O)N3CCOCC3)c2)cc1
 : ? | ·
- CCOC(=O)CSc1nnc(-c2ccco2)n1C
 : ? | ·
- O=C(O)C1CC=CCC1C(=O)NCCc1ccccc1 (stereo unspecified)
 : 23µM* | 3.3*
- OCCC1CN(Cc2ccc(F)cc2)CCN1CCCc1ccccc1 (stereo unspecified)
 : i | 4
- Cc1cccc(C(=O)NCCN2CCCC2)c1
 : ? | ·
- O=C(COc1ccc2c(c1)C(=O)CC1(CCCCC1)O2)NCc1ccccc1
 : ? | ·
- O=C(Cc1ccccc1)NCC(=O)N1CCc2ccccc2C1
 : i | 30
- Cc1ccc2c(Cl)cc(Cl)c(OCC(=O)Nc3cc(S(=O)(=O)N(C)C)ccc3C)c2n1
 : ? | ·
- O=C(CC1C(=O)NCCN1Cc1ccccc1C(F)(F)F)NC1CCCCCC1 (stereo unspecified)
 : ? | ·
- CCN(CC)S(=O)(=O)c1ccc2oc(C(=O)NCCN3CCOCC3)c(C)c2c1
 : ? | ·
- COc1ccc(NC(=S)N(CCCN2CCOCC2)Cc2ccco2)cc1
 : -1% | 0
- N#Cc1nc(-c2cccs2)oc1NCC1CCCO1 (stereo unspecified)
 : ? | ·
- Cc1cc(/C=C(\C#N)C(=O)NCc2ccco2)c(C)n1-c1ccc(C(=O)O)cc1
 : -1% | -5
- Cc1ccc(SC[C@H](c2ccccc2)N2CCN(CC(C)C)CCC2=O)cc1
 : -2% | -13
- O=C(CN1C(=O)c2cccc3cccc1c23)Nc1ccc(S(=O)(=O)N2CCOCC2)cc1
 : ? | ·
- NC(=O)NC(=O)Nc1ccccc1Cl
 : -2% | -20
- NC(=O)C1CCN(C(=O)COc2ccc3c4c(c(=O)oc3c2)CCCC4)CC1
 : ? | ·
- COc1ccc(N(C)S(=O)(=O)c2ccc(Cl)c(C(=O)NCCc3ccc(Cl)cc3)c2)cc1
 : -23% | 14
- CC1(C)CC(=O)C(C#N)=C(NCCCO)C1
 : i | ·
- Cc1cc(C)cc(N2Cc3ccccc3C2)c1
 : ? | ·
- O=C(CCC1CCCC1)NCCS(=O)(=O)N1CCN(c2ccccc2)CC1
 : ? | ·
- COC(=O)C1=C(C(=O)OC)[C@@H]2N(C)c3ccccc3[C@@]23C[C@@H](C(=O)OC)N=C3N1
 : 7% | -10

(more compounds)
The line under a structure holds: Lipid storage S3 | Lipid storage S3 cell count max
- Nc1ccc(S(=O)(=O)O)cn1
 : ? | 1&17
- O=C(CCCN1C(=O)c2ccccc2C1=O)NCc1cccnc1
 : ? | ·
- Cc1c(C(=O)OCc2nc3scc(-c4ccccc4)c3c(=O)[nH]2)cccc1[N+](=O)[O-]
 : ? | ·
- CCOC(=O)c1c(C)n(-c2ccccc2)c2ccc(O)cc12
 : -8% | 15
- CCn1ncc(CN2CCC(Oc3ccc(C(=O)N4CCCC4)cc3)CC2)c1C
 : i | 23
- O=C(/C=C/c1ccccc1)Nc1ccc(NC(=O)c2cccs2)cc1
 : -8% | 5
- Cc1ccnn1CCC(=O)N1CCCC(Nc2ccc(F)c(F)c2)C1 (stereo unspecified)
 : i | -10
- COc1cccc(/C=N/Nc2snc(SC)c2C#N)c1
 : ? | ·
- COc1ccc(N(CC(=O)N2CCCCCC2)S(=O)(=O)c2ccc(OC)c(OC)c2)cc1
 : ? | ·
- Cc1cccc(NC(=O)CCN2C(=O)c3cccc([N+](=O)[O-])c3C2=O)c1
 : -7% | -7
- C[C@H](NC(=O)C1CCN(S(=O)(=O)c2ccccc2)CC1)C(=O)NCc1ccc(Cl)cc1Cl
 : i | -28
- Cc1cc(C)cc(Cn2ncc(Cl)c(Cl)c2=O)c1
 : ? | ·
- O=C(c1cc2cc(Cl)ccc2oc1=O)N1CCN(c2ccccn2)CC1
 : i | ·
- FC(F)(F)c1cc(-c2ccco2)nc(NCc2ccccc2)n1
 : -20% | -3
- Cc1ccc(C2=Nc3ccccc3N=C(c3ccco3)C2)c(O)c1
 : -4% | 2
- CCc1cc2c3c(c(=O)oc2cc1OC(C)C(=O)O)CCCC3 (stereo unspecified)
 : ? | ·
- COc1ccc2oc(C(=O)Nc3cccc(S(=O)(=O)N4CCOCC4)c3)c(C)c2c1
 : ? | ·
- COc1ccc(C(=O)NNC(=O)c2cc(C)nc3ccccc23)cc1
 : 8% | 2
- COc1cc(C2CC(=O)NC(SCC(=O)Nc3ccccc3C)=C2C#N)ccc1O (stereo unspecified)
 : i | -24
- COc1ccc(S(=O)(=O)N(CC(=O)N/N=C/c2ccccc2C(=O)O)c2ccccc2OC)cc1
 : -4% | 6
- Cc1ccc2sc(NC(=O)CSc3nc(C)cc(C)c3C#N)nc2c1
 : ? | ·
- CCc1ccccc1NC(=O)CN1CCN(CC(=O)Nc2cc(C)ccc2OC)CC1
 : ? | ·
- O=C(Nc1cccc(NC(=O)c2cccs2)c1)c1ccco1
 : ? | ·
- CCn1c(SCC(=O)Nc2ccc(NC(=O)c3ccco3)c(OC)c2)nc2ccccc2c1=O
 : ? | ·
- COC(=O)CSc1nc2ccc(C)cc2[nH]1
 : ? | ·
- Cc1noc(C)c1S(=O)(=O)Nc1ccc(C(=O)N2CCc3ccccc3C2)cc1
 : 16% | 2
- Cc1cccc(Cl)c1NNC(=O)Nc1c([N+](=O)[O-])c(C)nn1C
 : ? | ·
- O=C(c1ccccc1)c1nnc(-c2ccccc2F)o1
 : ? | ·
- CCn1c(SC(C)C(=O)Nc2nccs2)nnc1-c1ccncc1 (stereo unspecified)
 : i | 8
- Cc1cc(C)nc(NC(=O)CSc2nnnn2-c2ccccc2)n1
 : ? | ·

The closing seven entries of the part above lead into the next:
The line under a structure holds: Lipid storage S3 | Lipid storage S3 cell count max
- CCn1c(SCC(=O)Nc2ccc(NC(=O)c3ccco3)c(OC)c2)nc2ccccc2c1=O
 : ? | ·
- COC(=O)CSc1nc2ccc(C)cc2[nH]1
 : ? | ·
- Cc1noc(C)c1S(=O)(=O)Nc1ccc(C(=O)N2CCc3ccccc3C2)cc1
 : 16% | 2
- Cc1cccc(Cl)c1NNC(=O)Nc1c([N+](=O)[O-])c(C)nn1C
 : ? | ·
- O=C(c1ccccc1)c1nnc(-c2ccccc2F)o1
 : ? | ·
- CCn1c(SC(C)C(=O)Nc2nccs2)nnc1-c1ccncc1 (stereo unspecified)
 : i | 8
- Cc1cc(C)nc(NC(=O)CSc2nnnn2-c2ccccc2)n1
 : ? | ·
- CCO[C@@H]1OC(C(=O)N2CCN(Cc3ccc4c(c3)OCO4)CC2)=C[C@H](c2ccc3c(c2)OCO3)[C@H]1CCCO
 : -19% | ·
- COc1ccc(C(OC(=O)c2c(C)noc2C)C(=O)NC2CCCC2)cc1 (stereo unspecified)
 : i | -1
- CCOc1cc(Br)c(/C=C2/C(=O)N(C)C(=S)N2CC(=O)OC)cc1OC
 : -10% | 0
- c1ccc(OCc2nnc3sc(-c4cccs4)nn23)cc1
 : ? | ·
- NC(=O)C1=C[C@H](c2csc3ccccc23)C[C@H](OCc2ccc(CO)cc2)O1
 : -11% | 8
- CC(=O)Nc1cccc(C(=O)OC(C(=O)c2ccc(C)c(C)c2)c2ccccc2)c1 (stereo unspecified)
 : -23% | -15
- Cc1ccc(C(=O)NC(=S)N2CCN(c3cc(C)ccc3C)CC2)cc1
 : i | -13
- Cc1c(C(=O)Nc2ccc(OCc3ccccc3)cc2)cccc1[N+](=O)[O-]
 : ? | ·
- Cc1cccc2cc(C3CC(c4cccs4)=NN3C(=O)CCC(=O)O)c(Cl)nc12 (stereo unspecified)
 : -1% | 2
- CC(C)Cn1cnc2c1c(=O)n(CC(=O)O)c(=O)n2Cc1ccccc1
 : ? | ·
- Cc1sc2ncn(CC(=O)NCC(=O)N3CCN(c4ccc(F)cc4)CC3)c(=O)c2c1C
 : -24% | 43
- O=C(Cn1cnc2c(nnn2Cc2ccccc2F)c1=O)NCc1ccco1
 : -12% | 5
- CCCCNc1ncnc2c1cnn2Cc1ccc(Cl)cc1
 : ? | ·
- Cc1cc(C)c2c(N)c(C(=O)NCc3ccco3)sc2n1
 : 5% | -4
- Cc1cc(OC(F)F)ccc1NC(=O)Nc1ccc2c(c1)OCO2
 : ? | ·
- O=C(c1ccncc1)N1N=C(C2CCCCC2)CC1(O)C(F)(F)F (stereo unspecified)
 : 0% | 8
- COc1ccc(CNC(=O)C(c2ccc(C)cc2)N(Cc2cccs2)C(=O)c2ccc3c(c2)OCCO3)cc1 (stereo unspecified)
 : 1% | 1
- CSc1nsc(SCC(=O)N2CCc3ccccc32)n1
 : i | -10
- CCN(CC)S(=O)(=O)c1cccc(NC(=O)c2cccc(S(=O)(=O)N3CCCC3)c2)c1
 : ? | ·
- CCCCc1nc2n[nH]c(N)c2c2c1CSC(C)(C)C2
 : ? | ·

4 entries from above, set out differently.
smiles	Lipid storage S3	Lipid storage S3 cell count max
CCCCNc1ncnc2c1cnn2Cc1ccc(Cl)cc1	?	·
Cc1ccnn1CCC(=O)N1CCCC(Nc2ccc(F)c(F)c2)C1 (stereo unspecified)	i	-10
Cc1ccc2sc(NC(=O)CSc3nc(C)cc(C)c3C#N)nc2c1	?	·
CCN(CC)S(=O)(=O)c1cccc(NC(=O)c2cccc(S(=O)(=O)N3CCCC3)c2)c1	?	·

Not all compounds are listed; count on the stated rates, not on these rows.
